High-throughput results deposited in PubChem by several laboratories.
MgcRacGAP inhibition = MgcRacGAP GTPase-activating activity inhibitors, confirmation, biochemical, ADP Hunter fluorescence; one-dose inhibition, % at 30 µM; IC50 in µM for titrated hits; MgcRacGAP-stimulated Rac1 GTP hydrolysis, ADP Hunter fluorescence; higher % means a stronger effect; GST-tagged Rac1 F28L mutant substrate; 340,000 compounds, 0.6% hits;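 active = first-screen hits whose inhibition reached a set limit at any dose in the follow-up dose series; inconclusive = inhibition above the set first-screen limit but never retested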;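 note: fluorescence reports GDP produced by GAP-driven GTP hydrolysis; strong numbers were not always called active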
bCat nuc transl = alters nuclear translocation of beta-catenin in HeLa cells | immunofluorescence imaging | nuclear translocation activity, % at 5 µM | 190,000 compounds, 0.3% hits | AID 1665;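 active = nuclear translocation activity above 50% at 5 µM, with a well cell count of 50 or more; inconclusive = wells under 50 cells across six images, flagged as toxic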;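 note: per-cell ratio of nuclear to cytoplasmic median beta-catenin stain intensity; plate controls were DMSO negative control for no effect and GSK-3 inhibitor IX positive control for full effect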
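Read-out: Nuclear/cytoplasmic beta-catenin signal ratio, % activation | Assay system: Human HeLa cell line | Times: 24 h compound exposure at 37°C, 5% CO2 | Signal: Fluorescence imaging of beta-catenin antibody stain plus DAPI | Dosing: 5 µM primary, 0.02–20 µM confirmation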
RSV CPE inhibition = RSV antiviral activity via CPE protection, HEp-2 cells, primary 10 µM value included (AID 2391); CPE inhibition, % at 10 µM; hits with a dose series show IC50 in µM; HEp-2 cells, RSV-induced CPE inhibition; higher % means a stronger effect; 310,000 compounds, 0.13% hits; in the data active = a potency from the dose series; inconclusive = CPE inhibition mostly from about 23% at the one dose, without a potency; inactive = the rest, 99 in 100 with CPE inhibition below about 21%; note: strong numbers were not always called active
Myeloid diff MLP = promotes myeloid progenitor differentiation | ER-HoxA9 myeloid progenitors, lysozyme-GFP differentiation, flow cytometry | calls only at 10 µM | AID 624256 | 360,000 compounds, 1% hits;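 active = normalized GFP-positive differentiation at or above the plate's own cutoff, the solvent-only control mean plus 3 SD; inconclusive = no clear call, values can overlap the other calls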;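 note: cells exposed to compound for four days before flow analysis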
West Nile antiviral = inhibition of WNV-induced cytopathic effect – cell-based, CPE readout (AID 1621) | West Nile virus-infected cells, CPE inhibition; higher % means a stronger effect | CPE inhibition, % at 10 µM, or IC50 in µM where a hit was titrated | 290,000 compounds, 0.02% hits; in the data active = a potency from the dose series; inconclusive = CPE inhibition mostly from about 3.7% at the one dose, without a potency; inactive = the rest, 99 in 100 with CPE inhibition below about 2.2%; note: strong numbers were not always called active
Large T inhibition = TAg ATPase/helicase activity blockers – biochemical (AID 1903). SV40 large T antigen ATPase/helicase inhibition assay; higher % means a stronger effect. 310,000 compounds, 0.39% hits. inhibition, % at 20 µM; hits with a dose series show IC50 in µM; in the data active = a potency from the dose series; inconclusive = inhibition mostly from about 32% at the one dose, without a potency; inactive = the rest, 99 in 100 with inhibition below about 32%; note: strong numbers were not always called active
T cell HTS = T cell immune modulators affecting CD8 T cell-vesicle binding; 330,000 compounds, 0.068% hits; calls only at 7 µM; 2C CD8+ T cell-vesicle binding, flow cytometry; active compounds read low; AID 2052;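 active = response, share of CD8 T cells binding vesicles, and their 90th percentile fluorescence all below set limits, cut at about 80% in these data, passing the limit was not always enough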
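System: murine 2C transgenic CD8+ T lymphocytes; also added: QL9-loaded Drosophila micro-vesicles; times: binding 1.5 h at 37 °C; measured by: flow cytometry, PE anti-B7-1 (FL2) versus Alexa647 anti-CD8 (FL8), PFA-fixed; control set: Peptide-free naked vesicles (low) and QL9 vesicles with 0.7% DMSO vehicle (high)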
Salmonella PhoP GFP = PhoP-dependent GFP reporter repression – Salmonella Typhimurium, primary screen (AID 1863) | S. Typhimurium PhoP-regulated promoter GFP reporter, 4 h; higher % means a stronger effect | inhibition, % at 50 µM, or IC50 in µM where a hit was titrated | 300,000 compounds, 0.16% hits;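 active = inhibition over 29.93%, a cutoff 3 SD above the screen mean, later confirmed by dose response; inconclusive = inhibition over 29.93% but no dose response follow-up; inactive = inhibition at most 29.93% or unconfirmed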;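 note: 0% = low Mg2+ inducing control and 100% = high Mg2+ repressing control; strong numbers were not always called active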
WT yeast gro inh = growth inhibition of WT yeast, mitochondrial fusion screen. mitochondrial fusion phenotypic screen, WT strain. inhibition, % at 10 µM. 190,000 compounds, 2.1% hits. AID 1362; in the data active = inhibition above about 58%; tested in S. cerevisiae
WT yeast gro inh mutant strain = recorded beside WT yeast gro inh, whose call it bears; inhibition, %; mitochondrial fusion phenotypic screen, mutant strain inhibition
bCat nuc transl cell count 5 µM = recorded beside bCat nuc transl, whose call it bears; cell count; measured here: cell count, cytotoxicity flag
T cell HTS vesicle-bound % = further read-out of T cell HTS, marked with its call; double positive events, %; measured here: CD8+ vesicle-bound cell fraction;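 binding gate set so that unloaded-vesicle control wells show 10% double positive cells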
Myeloid diff MLP GFP+ MAC1+ % = recorded beside Myeloid diff MLP, whose call it bears; GFP+ MAC1+ double positive, %; measured here: differentiation confirmed by MAC1 staining
Numbers without * were called inactive; i = inactive; u = inconclusive; x = not tested or not shown; + = active, no number.

canonical_smiles,MgcRacGAP inhibition,bCat nuc transl,bCat nuc transl cell count 5 µM,RSV CPE inhibition,Myeloid diff MLP,Myeloid diff MLP GFP+ MAC1+ %,West Nile antiviral,Large T inhibition,T cell HTS,T cell HTS vesicle-bound %,Salmonella PhoP GFP,WT yeast gro inh,WT yeast gro inh mutant strain
COc1ccccc1C(=O)Nc1ccc2[nH]ncc2c1,-1.1%,x,x,1.4%,i,0.3,0.2%,1.6%,i,52.9,3.5%,x,x
O=C(O)c1ccc2c(c1)ncn2C1CCCC1,2.6%,0.4,1021,0.9%,i,0.9,-0.3%,9.6%,i,0.7,-14.0%,4.0,-0.7
COc1cc(C(=S)N2CCOCC2)cc(OC)c1O,-4.6%,0.5,1295,0.7%,i,1.2,0.1%,15.2%,i,48.0,-12.6%,x,x
Cc1cc(O)c(C2(O)C(=O)Nc3ccccc32)cc1C (stereo unspecified),4.7%,x,x,3.6%,i,0.4,0.0%,4.0%,i,42.0,1.0%,x,x
Cc1cc(C)nc(NC(=O)CSc2nc3cc(Cl)ccc3s2)n1,11.8%,-2.8,1229,1.9%,i,0.9,0.1%,1.0%,i,9.2,0.8%,-16.9,-10.0
c1csc(-c2nnc(COc3ccc4c(c3)OCO4)o2)c1,5.4%,5.9,966,2.5%,i,0.7,-0.1%,4.5%,i,48.7,-8.7%,-1.4,17.1
O=C(CS(=O)(=O)c1ccc(Cl)cc1)Nc1nnc(-c2cccs2)o1,12.3%,x,x,0.9%,i,0.5,0.1%,11.1%,i,25.8,-9.1%,x,x
Cc1ccc(O)c(C(=O)c2cnn(-c3ccccc3)c2)c1,2.5%,-2.5,1017,7.1%,i,0.0,0.2%,0.6%,i,35.5,-3.6%,-2.9,-0.4
COCCN(C(=O)CSc1ncccn1)c1c(N)n(Cc2ccccc2)c(=O)[nH]c1=O,5.7%,x,x,0.7%,i,0.4,x,2.4%,i,23.5,-1.0%,x,x
O=C(Nc1ccc(C(=O)N2CCCCC2)cc1)c1ccc([N+](=O)[O-])cc1,1.1%,x,x,1.6%,i,1.4,-0.2%,8.1%,i,44.8,-5.3%,x,x
COc1ccc(CCn2c(C)nc3ccccc3c2=O)cc1OC,3.1%,0.6,1491,1.3%,i,0.0,-0.5%,0.6%,i,56.0,9.9%,-1.7,-8.3
O=C(O)C1CCCCC1C(=O)Nc1nc(-c2cccs2)cs1 (stereo unspecified),6.9%,x,x,1.2%,i,0.7,0.5%,3.2%,i,34.3,-5.0%,41.2,-15.7
CCCCCc1c(C)nc(N2CCc3ccccc32)[nH]c1=O,9.7%,-0.8,1160,x,i,0.8,-0.5%,2.2%,x,x,-11.3%,2.9,1.2
O=C(O)CNC(=O)C1CCCN1C(=O)CNC(=O)OCc1ccccc1 (stereo unspecified),x,x,x,2.8%,i,0.3,-0.4%,4.2%,i,26.2,12.5%,x,x
CCN(CC)C(=O)CSc1nnc2sc3ccccc3n12,8.2%,-0.3,1153,0.9%,i,0.9,1.2%,9.0%,i,13.4,-3.7%,-14.3,-9.5
CC(=O)Nc1ccc(Nc2nc(C)c([N+](=O)[O-])c(Nc3ccccc3)n2)cc1,1.4%,1.2,920,7.1%,i,0.1,-1.0%,5.8%,i,30.3,0.7%,12.7,3.7
CN1CCN(C(=O)C2=C[C@H](c3coc4ccccc4c3=O)C[C@H](OCc3ccc(CO)cc3)O2)CC1,10.6%,-0.8,1179,-1.2%,i,1.2,-0.2%,3.6%,i,4.3,-8.2%,-31.0,-19.5
O=C(C1CCN(c2nnc(-n3cccc3)s2)CC1)N1CCc2ccccc2C1,10.2%,3.2,959,3.3%,i,2.1,0.1%,9.0%,i,22.9,-1.6%,1.2,-7.1
CCOc1nc(-c2ccc(OC)cc2)ccc1-c1noc(-c2cc(OC)c(OC)c(OC)c2)n1,7.5%,3.2,1429,0.6%,+,26.5*,u,8.0%,i,24.3,-6.1%,10.1,-6.9
COC(=O)c1cccc(NC(=O)CN2CCC(NC(=O)c3cc(OC)c(OC)c(OC)c3)CC2)c1,-3.7%,x,x,2.3%,i,3.8,1.1%,8.9%,i,8.1,24.0%,2.1,0.8
COc1cc2c(cc1OC)C(c1ccccc1[N+](=O)[O-])N(C(C)=O)CC2 (stereo unspecified),11.6%,x,x,2.2%,i,1.1,-0.2%,20.1%,i,57.7,-4.3%,x,x
NS(=O)(=O)c1ccc(CCNC(=O)[C@@H]2CCCN2S(=O)(=O)c2ccccc2F)cc1,-3.5%,x,x,2.4%,i,3.3,1.0%,-1.8%,i,46.6,10.0%,-18.2,-0.8
CSc1nc(N2CCOCC2)nc2ccc(C)cc12,8.5%,x,x,28.2%,i,0.0,x,4.2%,i,40.8,x,x,x
O=C(Nc1ccc(-n2cccc2)cc1)C1CC1,7.0%,-2.0,1136,4.7%,i,1.6,0.2%,7.1%,i,51.6,7.6%,-9.4,-6.3
O=C(CCNC(=O)c1ccccc1)OCC(=O)c1ccccc1,7.5%,-3.1,1018,-1.2%,i,0.3,-0.3%,9.8%,i,17.0,2.6%,-12.2,-2.8
CC(C)c1ccc(N2C(=O)[C@@H]3Cc4ccccc4CN3C2=O)cc1,4.4%,0.2,1067,1.9%,i,0.1,-1.1%,-0.3%,i,44.6,-3.1%,-6.0,-19.7
CCOc1ccc(NC(=O)C(CC)NC(=O)c2ccccc2CO)cc1 (stereo unspecified),7.9%,x,x,1.3%,i,0.2,-0.3%,-12.2%,i,44.9,18.8%,7.3,2.8
COc1cccc(C(=O)N2CCCC(Nc3ccc(C)c(C)c3)C2)c1 (stereo unspecified),16.7%,x,x,0.7%,i,0.3,-1.2%,17.9%,i,65.1,-0.9%,x,x
CCCCC(=O)Oc1c(S(=O)(=O)c2ccccc2)c(C)nn1C(C)(C)C,2.7%,x,x,3.2%,i,0.3,-0.1%,-17.8%,i,15.6,11.2%,x,x
CN(Cc1cc2ccccc2[nH]c1=O)S(=O)(=O)c1ccccc1,2.3%,-3.4,1156,3.3%,i,0.7,0.0%,-4.4%,i,34.9,7.0%,-1.9,0.7
Cc1cccc(NC(=O)COc2ccc(-c3nn(C)c(=O)c4ccccc34)cc2)c1,7.6%,x,x,19.3%,i,1.1,-0.3%,5.0%,i,23.7,-3.9%,x,x
Cc1nc2ccccc2c(N)c1C(=O)/C=C/c1ccccc1,25.8%,x,x,43.5%,i,1.6,u,8.7%,i,64.3,0.6%,x,x
CCOC(=O)c1cn(Cc2cccc(Cl)c2)c2cc(C)nn2c1=O,-16.0%,-0.6,1150,0.8%,i,1.0,-0.6%,11.4%,i,49.0,-1.4%,x,x
O=C(c1cc2ncccn2n1)N1CCc2c([nH]c3ccccc23)C1c1ccccc1F (stereo unspecified),2.1%,-0.1,1551,6.1%,x,x,2.7%,20.3%,i,49.1,-0.2%,28.2,18.6
COC(=O)c1c(NC(=O)C2CC2)sc2c1CCN(C(C)=O)C2,10.9%,1.4,966,-0.7%,i,2.3,0.5%,4.2%,i,15.0,1.4%,14.0,0.9
CC1(C)Cc2ccccc2C2CC(O)C(=O)N21 (stereo unspecified),8.2%,-3.8,991,0.5%,+,25.5*,-0.6%,25.9%,i,27.2,9.0%,0.5,-10.6
Cc1cccc(NC(=O)C2CCCN(S(=O)(=O)c3cccc4nsnc34)C2)c1 (stereo unspecified),2.1%,-4.7,1039,0.0%,i,4.5,0.0%,2.3%,i,33.0,-9.6%,0.7,8.3
CNc1nnc(CSc2nc3ccccc3s2)s1,8.4%,-0.9,1222,0.6%,i,0.7,-0.1%,23.2%,i,42.0,-0.2%,10.3,-3.9
COCCN(C(=O)COC(=O)c1cc2c(s1)CCC2)c1c(N)n(Cc2ccccc2)c(=O)[nH]c1=O,u,x,x,1.0%,i,1.7,x,57.7µM*,i,38.8,-6.6%,x,x
COC(=O)C1=C(C)N(CCCC(=O)O)C(=O)NC1c1ccc(Cl)cc1 (stereo unspecified),6.2%,x,x,1.5%,i,1.9,0.5%,17.8%,i,6.5,3.3%,x,x
CCOc1ccc(N2C(=O)CC(N3CCN(c4ccc(F)cc4)CC3)C2=O)cc1 (stereo unspecified),6.0%,x,x,0.8%,i,0.2,0.6%,4.5%,i,26.4,7.6%,x,x
O=[N+]([O-])c1cc(/C=N/O)ccc1SCc1ccccc1Cl,2.3%,x,x,0.5%,i,0.9,0.2%,3.2%,i,58.4,-0.2%,23.6,-15.5
Cc1ccccc1C(=O)NNC(=O)CSc1nc2ccccc2c(=O)[nH]1,9.2%,-1.2,1268,-1.0%,i,0.7,0.1%,5.6%,i,17.3,-9.4%,x,x
CCCCOc1ccc(C(O)(CCC)CCN2CCOCC2)cc1 (stereo unspecified),13.7%,5.6,537,19.4%,i,1.9,-1.9%,-0.9%,i,46.1,8.1%,-4.2,-6.0
COc1ccc(C(=O)c2sc(Nc3cccc(OC)c3)c(C(=O)Nc3cccc(C)c3C)c2N)cc1,6.6%,1.6,1072,1.5%,i,2.3,0.2%,14.7%,i,22.6,-12.3%,24.2,12.7
C[C@H](NC(=O)c1nc[nH]c1C(=O)N1CCc2ccccc2C1)C(=O)OCc1ccccc1,-3.5%,-0.6,1190,0.7%,i,2.3,0.0%,9.1%,i,21.2,-1.0%,x,x
